Assay outcomes deposited in PubChem by Broad Institute.
INS-1E ATP HTS – protection of INS-1E cells from cytokine death, primary screen, ATP luminescence, single point. actives 0.1% (n = 20,000). INS-1E cytokine-induced death, 48 h; normalised: neutral wells 0, positive control 100. protection from cytokine-induced ATP loss, % at 10 µM;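 active = mean replicate protection from cytokine-induced ATP loss at least 50% and at least 75% of replicates each reaching 50%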
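Assay system – rat INS-1E insulinoma cell line · Quantity – 8000 cells per well · Buffer or medium – RPMI without phenol red, 5% FBS · Schedule – 48 h co-treatment, 10 min post-lysis read · Technique – luminescent ATP assay (CellTiter-Glo)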
T cruzi HTS – inhibitors of intracellular Trypanosoma cruzi, primary screen, cell-based, plate reader, single point, set 2. intracellular Trypanosoma cruzi in host cells. activity score (inhibition), % at 5.01 µM. actives 4.9% (n = 22,000); in the data active = activity score above about 55%;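 note: parasites and compound incubated about four days before reading; 0% = median of neutral control wells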
The depositor's hits bear a star.

`C[C@@H]1CN([C@H](C)CO)C(=O)c2cccc(NC(=O)c3nc4ccccc4s3)c2O[C@@H]1CN(C)S(=O)(=O)c1ccccc1` gave INS-1E ATP HTS 6 and T cruzi HTS 9.
`COc1ccc(S(=O)(=O)N(C)C[C@H]2Oc3c(NC(=O)CCCCCC(=O)Nc4ccccc4N)cccc3C(=O)N([C@@H](C)CO)C[C@H]2C)cc1` gave INS-1E ATP HTS 2 and T cruzi HTS 12.
For C[C@@H]1CN([C@@H](C)CO)C(=O)Cc2cc(NS(=O)(=O)c3ccccc3)ccc2O[C@@H]1CN(C)Cc1ccc2c(c1)OCO2 the results were INS-1E ATP HTS 1 and T cruzi HTS -5.
`C[C@@H]1CN([C@H](C)CO)C(=O)c2cc(NC(=O)Cc3ccccc3)ccc2O[C@H]1CN(C)Cc1ccc(C(=O)Nc2ccccc2N)cc1` gave INS-1E ATP HTS -13 and T cruzi HTS 22.
For COc1ccc(NC(=O)N(C)C[C@H]2Oc3ccc(N(C)C)cc3C(=O)N([C@@H](C)CO)C[C@H]2C)cc1 the results were INS-1E ATP HTS 4 and T cruzi HTS -1.
C[C@H](CO)N1C[C@H](C)[C@H](CN(C)C(=O)Nc2cccc3ccccc23)Oc2c(NC(=O)Nc3ccccc3)cccc2C1=O was read as INS-1E ATP HTS -13 and T cruzi HTS -5.
For COc1ccc(NC(=O)N(C)C[C@H]2Oc3c(NC(=O)Nc4ccc(F)cc4)cccc3C(=O)N([C@H](C)CO)C[C@@H]2C)cc1 the results were INS-1E ATP HTS 6 and T cruzi HTS -4.
Screening CC(C)NC(=O)N(C)C[C@@H]1Oc2ccc(NC(=O)C3CCCCC3)cc2C(=O)N([C@@H](C)CO)C[C@H]1C returned T cruzi HTS -2.
C[C@@H]1CCCCO[C@H](CN(C)Cc2ccc(C(=O)O)cc2)[C@@H](C)CN([C@H](C)CO)C(=O)c2cc(NC(=O)Nc3ccccc3)ccc2O1 was read as INS-1E ATP HTS 7 and T cruzi HTS -19.
For C[C@H](CO)N1C[C@H](C)[C@H](CN(C)CC2CC2)Oc2ccc(NC(=O)c3ccncc3)cc2CC1=O the results were INS-1E ATP HTS 8 and T cruzi HTS -15.
For Cc1noc(C)c1NC(=O)N(C)C[C@@H]1Oc2ccc(NC(=O)Nc3ccc(C(F)(F)F)cc3)cc2CC(=O)N([C@H](C)CO)C[C@H]1C the results were INS-1E ATP HTS 2 and T cruzi HTS -24.
C[C@@H]1CN([C@@H](C)CO)C(=O)c2cccc(NS(=O)(=O)c3ccccc3)c2O[C@@H]1CN(C)CC1CC1 was read as INS-1E ATP HTS 10 and T cruzi HTS 57*.
Screening C[C@@H]1CN([C@H](C)CO)C(=O)c2cc(NS(=O)(=O)c3ccccc3)ccc2O[C@H]1CN(C)C(=O)Nc1ccc2c(c1)OCO2 returned T cruzi HTS -4.
Screening C[C@H]1CN([C@@H](C)CO)C(=O)c2cc(NC(=O)Nc3ccc4c(c3)OCO4)ccc2O[C@@H]1CN(C)Cc1ccc(C(F)(F)F)cc1 returned INS-1E ATP HTS 2 and T cruzi HTS 9.
`C[C@@H]1CN([C@H](C)CO)C(=O)Cc2cc(NC(=O)Nc3cccc4ccccc34)ccc2O[C@@H]1CN(C)S(=O)(=O)c1ccc(F)cc1` gave INS-1E ATP HTS -9 and T cruzi HTS 23.
For C[C@H](CO)N1C[C@H](C)[C@H](CN(C)C(=O)NC2CCCCC2)Oc2ccc(NC(=O)NC3CCCCC3)cc2C1=O the results were INS-1E ATP HTS 0 and T cruzi HTS 0.
`O=C(NO)c1cccc(C(=O)N/N=C/c2cn(Cc3ccccc3)c3ccccc23)c1` gave INS-1E ATP HTS 11 and T cruzi HTS -30.
Screening C[C@H](CO)N1C[C@H](C)[C@H](CN(C)S(=O)(=O)c2ccccc2)Oc2ccc(NC(=O)NC3CCCCC3)cc2C1=O returned INS-1E ATP HTS -2 and T cruzi HTS -3.
Screening Cc1noc(C)c1S(=O)(=O)N(C)C[C@H]1Oc2c(NC(=O)c3ccc(-c4nccs4)cc3)cccc2C(=O)N([C@@H](C)CO)C[C@H]1C returned INS-1E ATP HTS -18 and T cruzi HTS 46.
C[C@H]1CN([C@@H](C)CO)C(=O)CCCn2nncc2CO[C@@H]1CN(C)C(=O)C1CCCCC1 was read as INS-1E ATP HTS 2 and T cruzi HTS -10.
`C[C@@H]1CN([C@H](C)CO)C(=O)c2cc(NC(=O)C3CC3)ccc2O[C@@H]1CN(C)S(=O)(=O)c1ccc(Cl)cc1` gave INS-1E ATP HTS -5 and T cruzi HTS 2.
`C[C@@H]1CN([C@H](C)CO)C(=O)c2cc(NC(=O)Cc3cn(C)c4ccccc34)ccc2O[C@@H]1CN(C)Cc1ccc(-c2ccccc2)cc1` gave INS-1E ATP HTS -44 and T cruzi HTS 27.
For COc1ccc(S(=O)(=O)N(C)C[C@H]2Oc3c(NC(=O)c4ccncc4)cccc3C(=O)N([C@@H](C)CO)C[C@@H]2C)cc1 the results were INS-1E ATP HTS 1 and T cruzi HTS -22.
For C[C@H](CO)N1C[C@H](C)[C@H](CN(C)S(=O)(=O)c2ccccc2)Oc2ccc(N(C)C)cc2CC1=O the results were INS-1E ATP HTS 6 and T cruzi HTS 3.
`COc1ccc(CN(C)C[C@@H]2Oc3ccc(NC(=O)NC(C)C)cc3CC(=O)N([C@H](C)CO)C[C@H]2C)cc1` gave INS-1E ATP HTS 7 and T cruzi HTS -12.
`COc1ccc(S(=O)(=O)N(C)C[C@H]2Oc3c(NC(=O)C4CCCCC4)cccc3C(=O)N([C@H](C)CO)C[C@@H]2C)cc1` gave INS-1E ATP HTS -2 and T cruzi HTS -6.
Screening C[C@@H]1CN([C@@H](C)CO)C(=O)c2cccc(NS(=O)(=O)c3ccccc3)c2O[C@@H]1CN(C)Cc1ccncc1 returned INS-1E ATP HTS 6 and T cruzi HTS -6.
`C[C@H]1CN([C@@H](C)CO)C(=O)Cc2cc(NC(=O)C3CCCCC3)ccc2O[C@@H]1CN(C)S(=O)(=O)c1ccc(F)cc1` gave INS-1E ATP HTS 16 and T cruzi HTS 20.
Screening C[C@@H]1CN([C@H](C)CO)C(=O)c2cc(NC(=O)Nc3ccccc3)ccc2O[C@@H]1CN(C)Cc1ccc(C(=O)Nc2ccccc2N)cc1 returned INS-1E ATP HTS 23 and T cruzi HTS 55.
Screening C[C@@H]1CN([C@@H](C)CO)C(=O)c2cc(NS(=O)(=O)c3cccs3)ccc2O[C@H]1CN(C)S(=O)(=O)c1ccc(F)cc1 returned INS-1E ATP HTS 5 and T cruzi HTS 62*.
Screening C[C@H](CO)N1C[C@H](C)[C@@H](CN(C)C(=O)Nc2ccc(C(F)(F)F)cc2)Oc2ccc(NS(=O)(=O)c3cn(C)cn3)cc2C1=O returned INS-1E ATP HTS 4 and T cruzi HTS -2.
`C[C@@H]1CCCCO[C@H](CN(C)C(=O)Nc2ccc(C(F)(F)F)cc2)[C@@H](C)CN([C@H](C)CO)C(=O)c2cc(NS(=O)(=O)c3cn(C)cn3)ccc2O1` gave INS-1E ATP HTS 2 and T cruzi HTS 3.
Screening C[C@H](CO)N1C[C@H](C)[C@H](CN(C)Cc2ccc3c(c2)OCO3)Oc2ccc(NS(=O)(=O)c3ccc(F)cc3)cc2C1=O returned INS-1E ATP HTS -11 and T cruzi HTS 36.
`Cc1noc(C)c1S(=O)(=O)Nc1cccc2c1O[C@H](CN(C)S(C)(=O)=O)[C@H](C)CN([C@H](C)CO)C2=O` gave INS-1E ATP HTS 10 and T cruzi HTS -14.
CC(C)=CCC[C@@H](C)C/C=N/NC(=O)c1cccc(C(=O)NO)c1 was read as INS-1E ATP HTS -5 and T cruzi HTS -4.
CNC[C@H]1Oc2ccc(NC(=O)Cc3cn(C)c4ccccc34)cc2C(=O)N([C@H](C)CO)C[C@@H]1C was read as INS-1E ATP HTS 7 and T cruzi HTS -11.
For CC(C)NC(=O)N(C)C[C@@H]1Oc2c(NC(=O)Nc3ccc(C(F)(F)F)cc3)cccc2C(=O)N([C@H](C)CO)C[C@@H]1C the results were INS-1E ATP HTS -90 and T cruzi HTS 55.
C[C@H]1CN([C@@H](C)CO)C(=O)Cc2cc(NC(=O)c3ccncc3)ccc2O[C@H]1CN(C)S(=O)(=O)c1ccc(Cl)cc1 was read as INS-1E ATP HTS -2 and T cruzi HTS 10.
C[C@H](CO)N1C[C@H](C)[C@@H](CN(C)C(=O)Nc2cccc3ccccc23)Oc2ccc(NC(=O)Cn3cnnn3)cc2C1=O was read as INS-1E ATP HTS 9 and T cruzi HTS -10.
`C[C@@H]1CN([C@@H](C)CO)C(=O)c2cc(NC(=O)Nc3ccc(C(F)(F)F)cc3)ccc2O[C@@H]1CN(C)Cc1ccc2c(c1)OCO2` gave T cruzi HTS 11.
COc1ccc(S(=O)(=O)Nc2ccc3c(c2)C(=O)N([C@H](C)CO)C[C@H](C)[C@H](CN(C)Cc2ccc4c(c2)OCO4)OCCCC[C@@H](C)O3)cc1 was read as INS-1E ATP HTS -12 and T cruzi HTS 8.
Screening C[C@@H]1CN([C@@H](C)CO)C(=O)Cc2cc(NS(=O)(=O)c3cccs3)ccc2O[C@@H]1CN(C)S(=O)(=O)c1ccccc1 returned INS-1E ATP HTS -1 and T cruzi HTS 0.
CC(C)NC(=O)N(C)C[C@@H]1Oc2c(NS(C)(=O)=O)cccc2C(=O)N([C@@H](C)CO)C[C@H]1C was read as INS-1E ATP HTS 6 and T cruzi HTS -5.
Screening Cc1noc(C)c1NC(=O)Nc1cccc2c1O[C@@H](CN(C)Cc1ccc(C(=O)Nc3ccccc3N)cc1)[C@H](C)CN([C@@H](C)CO)C2=O returned INS-1E ATP HTS -11 and T cruzi HTS 35.
For C[C@H](CO)N1C[C@H](C)[C@H](CN(C)CC2CC2)Oc2ccc(NS(C)(=O)=O)cc2C1=O the results were INS-1E ATP HTS 5 and T cruzi HTS -13.
Screening C[C@@H]1CN([C@@H](C)CO)C(=O)Cc2cc(NC(=O)C3CCCCC3)ccc2O[C@@H]1CN(C)S(=O)(=O)c1ccc(Cl)cc1 returned INS-1E ATP HTS -24 and T cruzi HTS 18.
Cc1cc(C(=O)Nc2cccc3c2O[C@H](CN(C)S(=O)(=O)c2cn(C)cn2)[C@H](C)CN([C@@H](C)CO)C3=O)n(C)n1 was read as INS-1E ATP HTS 2 and T cruzi HTS -20.
Cc1noc(C)c1NC(=O)Nc1ccc2c(c1)C(=O)N([C@H](C)CO)C[C@H](C)[C@H](CN(C)C(=O)Nc1ccc(C(F)(F)F)cc1)O2 was read as INS-1E ATP HTS 1 and T cruzi HTS -13.
Screening Cc1ccc(S(=O)(=O)Nc2ccc3c(c2)CC(=O)N([C@@H](C)CO)C[C@H](C)[C@H](CN(C)C(=O)Nc2c(C)noc2C)O3)cc1 returned INS-1E ATP HTS 2 and T cruzi HTS -11.
For C[C@H]1CN([C@@H](C)CO)C(=O)c2cc(NC(=O)Nc3ccc(F)cc3)ccc2O[C@@H]1CN(C)Cc1ccc(-c2ccccc2)cc1 the results were INS-1E ATP HTS 0 and T cruzi HTS -1.
CC(C)NC(=O)Nc1cccc2c1O[C@H](CN(C)S(=O)(=O)c1ccc(F)cc1)[C@H](C)CN([C@@H](C)CO)C2=O was read as INS-1E ATP HTS 2 and T cruzi HTS -5.
`C[C@H](CO)N1C[C@H](C)[C@H](CN(C)Cc2ccc(C(=O)O)cc2)Oc2ccc(NC(=O)C3CCCCC3)cc2CC1=O` gave INS-1E ATP HTS 9 and T cruzi HTS -21.
`C[C@@H]1CN([C@H](C)CO)C(=O)c2cccc(NC(=O)CCCCCC(=O)Nc3ccccc3N)c2O[C@@H]1CN(C)S(=O)(=O)c1ccccc1` gave INS-1E ATP HTS 3 and T cruzi HTS 52.
For Cc1cc(C(=O)Nc2cccc3c2O[C@@H](CN(C)C(=O)Nc2ccc(C(F)(F)F)cc2)[C@@H](C)CN([C@H](C)CO)C3=O)n(C)n1 the results were INS-1E ATP HTS -1 and T cruzi HTS -22.
`C[C@H](CO)N1C[C@H](C)[C@H](CN(C)C(=O)Nc2ccc(C(F)(F)F)cc2)Oc2ccc(NC(=O)Cc3cn(C)c4ccccc34)cc2CC1=O` gave INS-1E ATP HTS -21 and T cruzi HTS -18.

Structures shown so far that contain an aryl methoxy group:
`COc1ccc(S(=O)(=O)N(C)C[C@H]2Oc3c(NC(=O)CCCCCC(=O)Nc4ccccc4N)cccc3C(=O)N([C@@H](C)CO)C[C@H]2C)cc1` gave INS-1E ATP HTS 2 and T cruzi HTS 12.
For COc1ccc(NC(=O)N(C)C[C@H]2Oc3ccc(N(C)C)cc3C(=O)N([C@@H](C)CO)C[C@H]2C)cc1 the results were INS-1E ATP HTS 4 and T cruzi HTS -1.
For COc1ccc(NC(=O)N(C)C[C@H]2Oc3c(NC(=O)Nc4ccc(F)cc4)cccc3C(=O)N([C@H](C)CO)C[C@@H]2C)cc1 the results were INS-1E ATP HTS 6 and T cruzi HTS -4.
For COc1ccc(S(=O)(=O)N(C)C[C@H]2Oc3c(NC(=O)c4ccncc4)cccc3C(=O)N([C@@H](C)CO)C[C@@H]2C)cc1 the results were INS-1E ATP HTS 1 and T cruzi HTS -22.
`COc1ccc(CN(C)C[C@@H]2Oc3ccc(NC(=O)NC(C)C)cc3CC(=O)N([C@H](C)CO)C[C@H]2C)cc1` gave INS-1E ATP HTS 7 and T cruzi HTS -12.
`COc1ccc(S(=O)(=O)N(C)C[C@H]2Oc3c(NC(=O)C4CCCCC4)cccc3C(=O)N([C@H](C)CO)C[C@@H]2C)cc1` gave INS-1E ATP HTS -2 and T cruzi HTS -6.
COc1ccc(S(=O)(=O)Nc2ccc3c(c2)C(=O)N([C@H](C)CO)C[C@H](C)[C@H](CN(C)Cc2ccc4c(c2)OCO4)OCCCC[C@@H](C)O3)cc1 was read as INS-1E ATP HTS -12 and T cruzi HTS 8.

These rows are one share of the data; the hit share may differ from the screen's.
